ERK EGF inh – qHTS Assay for Inhibitors of the ERK Signaling Pathway using a Homogeneous Screening Assay; Stimulation with EGF; Potency, µM (highest dose often 11.5 µM), without a hit: top-dose activity change, negative = inhibition, actives largely listed as inhibitors; actives 0.41% (n = 130,000); HEK293-V1b, EGF-stimulated phospho-ERK AlphaScreen; active = well fitted inhibition curve with a large enough effect; inconclusive = small, poorly fitted or top-dose-only effect, or effect the other way;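 also: plate controls were stimulated vehicle wells for no effect and unstimulated vehicle basal for full effect; nearly all actives have a fitted effect of over 55% in size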
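After overnight plating in 1% FBS, HEK293-V1b cells received test compound for half an hour, then a 5 min pulse of EGF (25 nM); ERK phosphorylation in lysates was read by bead-based AlphaScreen.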
The depositor's hits bear a star; ? = inconclusive; [ ] = remark or other dose. Potency is read from the fitted curve at half-maximal effect. An excerpt; the hit share may differ from the screen's.

SMILES	ERK EGF inh
CCN1C(=O)C(CC(=O)Nc2ccc(F)cc2)N(Cc2cccs2)C1=S (stereo not drawn)	?
CN(C)CCCN(C(=O)CCc1ccccc1)c1nc2c(F)cccc2s1	11%
CC(C)CN1CCN(Cc2cc(F)ccc2-n2cccn2)CC1CCO (stereo not drawn)	-19%
C=CCc1cccc2cc(C(=O)NCCOC)c(=O)oc12	-4%
O=[N+]([O-])c1cc(C(F)(F)F)ccc1NCCOc1ccccc1	-15%
O=C(O)c1cc(-c2ccc3c(c2)OCCO3)n[nH]1	-1%
CCN(CC)C(=S)SSC(=S)N(CC)CC	2%
COc1ccccc1CNC(=O)CC1Sc2ccccc2NC1=O (stereo not drawn)	0%
CCOC(=O)C1=C(C)N(C)C(=S)N(C)C1c1ccc(OC)cc1 (stereo not drawn)	0%
Cc1ccc(/C=N/NC(=O)NN(C)c2ncc(C(F)(F)F)cc2Cl)cc1	3%
CCC(C)Sc1nc2c(c(=O)[nH]c(=O)n2C)n1CC(O)COc1ccccc1C (stereo not drawn)	2%
O=C(Nc1nccs1)c1cc(Cl)ccc1[N+](=O)[O-]	0%
CC(=O)Nc1ccc(S(=O)(=O)N(CCCN2CCOCC2)Cc2cccs2)cc1	-5%
CCOC(=O)CC(c1ccc(N)cc1)n1c(C)ccc1C (stereo not drawn)	-7%
CCN(CC)C(=O)c1ccc2nc3ccccc3nc2c1	-4%
Cc1c(C(=O)Nc2ccccc2)csc1-c1ccccc1	0%
O=C(Nc1ncc2c(n1)-c1ccccc1OC2)c1cccc([N+](=O)[O-])c1	-8%
OC1(c2ccccc2)CCN(Cc2ccccc2)C2CCCCC21 (stereo not drawn)	2%
COc1ccc(-n2c(=O)c3c(C)c(C)sc3n(Cc3ccc(F)cc3)c2=O)c(OC)c1	-4%
CN(CC(O)Cn1c2ccccc2c2ccccc21)S(C)(=O)=O (stereo not drawn)	9%

Four entries from above, in markdown:
| canonical_smiles | ERK EGF inh |
| --- | --- |
| COc1ccccc1CNC(=O)CC1Sc2ccccc2NC1=O (stereo not drawn) | 0% |
| Cc1ccc(/C=N/NC(=O)NN(C)c2ncc(C(F)(F)F)cc2Cl)cc1 | 3% |
| O=[N+]([O-])c1cc(C(F)(F)F)ccc1NCCOc1ccccc1 | -15% |
| C=CCc1cccc2cc(C(=O)NCCOC)c(=O)oc12 | -4% |

Gathered by group, those above containing an NH in an aromatic ring (two)
SMILES	ERK EGF inh
O=C(O)c1cc(-c2ccc3c(c2)OCCO3)n[nH]1	-1%
CCC(C)Sc1nc2c(c(=O)[nH]c(=O)n2C)n1CC(O)COc1ccccc1C (stereo not drawn)	2%

Following part
SMILES	ERK EGF inh
COc1cc(OC)cc(C(=O)N[C@H](C(=O)OCC(=O)Nc2cccc(F)c2)C(C)C)c1	1%
O=C(CCl)NCCCN(C(=O)C(Cl)Cl)c1ccc([N+](=O)[O-])cc1	-1%[57.5 µM]
CCS(=O)(=O)NC(C)C(c1cccs1)N1CCN(c2ccc(OC)cc2)CC1 (stereo not drawn)	-9%
O=C(CCC1CCCN(C2C3CC4CC(C3)CC2C4)C1)NCc1ccc(F)c(F)c1 (stereo not drawn)	-8%
CCOC(=O)C1(Cc2ccccc2)CCN(Cc2ccc3cc(NC(C)=O)ccc3n2)CC1	-8%[57.5 µM]
Cc1ccc(OCC(=O)c2cc(C)n(CC(F)(F)F)c2C)c([N+](=O)[O-])n1	?
CC1CCCN(c2cc(N(C)CCO)c([N+](=O)[O-])c3nonc23)C1 (stereo not drawn)	0%
COc1ccccc1-c1nc(C#N)c(NCCCn2ccnc2)o1	5%[57.5 µM]
CCCn1c(SCC(=O)C(C)(C)C)nc2ccccc21	-20%
COc1coc(C(O)CN)cc1=O (stereo not drawn)	3%
CCC1(c2ccccc2)NC(=O)N(CC(=O)N2CCN(S(=O)(=O)c3ccccc3)CC2)C1=O (stereo not drawn)	3%
CCOC(=O)N1CCC(NC(=S)Nc2ccc3nc(N4CCN(C)CC4)cc(C)c3c2)CC1	-4%
NC(=O)CCC(NS(=O)(=O)c1ccc(Cl)cc1)C(=O)NCc1ccc(Cl)cc1 (stereo not drawn)	9%
COc1ccc(-c2nnn(CC(=O)N(CCCO)C(C(=O)NC3CCCC3)c3ccc(F)cc3)n2)cc1 (stereo not drawn)	-21%
Cc1ccc(N=C2NC(=O)C(CC(=O)NCc3ccccc3)S2)cc1C (stereo not drawn)	6%
CCOC(=O)c1c(C)[nH]c(C(=O)COC(=O)c2ccc(O)cc2)c1C	5%[57.5 µM]
O=c1oc2ccccc2c(NCc2cccc(F)c2)c1[N+](=O)[O-]	-3%
CN(Cc1nc2ccc(Cl)cc2[nH]1)Cc1nc(-c2cnccn2)no1	46%
Cc1ccccc1NC(=O)N(CCc1nc2ccccc2[nH]1)Cc1ccccc1	3%
CCOC(=O)N1CCN(C(=O)c2ccc3c(=O)n(Cc4ccc(OC)cc4)c(=S)[nH]c3c2)CC1	4%
CCN(CCn1cccn1)C(=O)CCc1nnc(-c2ccc3c(c2)OCO3)o1	-1%[57.5 µM]
COC(=O)C1NN=C(C(=O)c2ccccc2)C1c1ccccc1 (stereo not drawn)	-3%
COc1cccc(C(=O)CN2CCN(S(=O)(=O)c3cccc([N+](=O)[O-])c3)CC2)c1	3%
CCC(CO)NCc1ccc(OCC(=O)Nc2cccc(C(F)(F)F)c2)c(OC)c1 (stereo not drawn)	-12%
CCOC(=O)Cn1nc(C)c(NC(=O)c2ccc([N+](=O)[O-])c(C)c2)c1C	-1%
COC(=O)c1cc2c(s1)CS(=O)C2 (stereo not drawn)	?
CC(C)n1c(=O)[nH]c2cc(C(=O)Nc3ccccc3)ccc21	-3%
Cc1ccccc1Nc1nc(N)nc(COC(=O)c2ccc(S(=O)(=O)N(C)C)cc2)n1	1%
O=C(O)c1ccccc1Sc1ncnc2sc3c(c12)CCC3	3%
Cc1cc(NC(=O)C2C3C(=O)N(c4cccnc4)C(C(=O)NC(C)(C)C)C34C=CC2(C)O4)no1 (stereo not drawn)	8%
O=C(CSc1nc2[nH]ncc2c(=O)n1-c1ccccc1)NCc1cccs1	-5%
O=C(Nc1ccc(F)cc1)NC1CCN(Cc2c(F)cccc2Cl)CC1	7%[57.5 µM]
Cc1nnc(SCc2cc(=O)[nH]c(/N=C(\N)Nc3ccccc3)n2)s1	-9%[57.5 µM]
c1cn2c(Nc3ccc4c(c3)OCCO4)c(-c3ccc(N4CCOCC4)cc3)nc2cn1	0%[57.5 µM]
Cc1ccc(-n2nnnc2SCC(=O)Nc2ccccc2-c2ccccc2)cc1C	5%
CNC(=S)N/N=C/c1ccc(-c2cccc(C(=O)O)c2)o1	-10%[57.5 µM]
O=C(O)C1CCCN1c1nc(C(F)(F)F)nc2ccccc12 (stereo not drawn)	-5%
O=[N+]([O-])c1ccc(N2CCOCC2)cc1O	8%[57.5 µM]
Cc1ccc(Oc2nnc(-c3ccc(C)cc3)c3ccccc23)cc1	-2%
CC(CC(=O)Nc1ncc([N+](=O)[O-])s1)c1ccccc1 (stereo not drawn)	-1%

Three entries picked at random from the list so far:
SMILES	ERK EGF inh
O=C(Nc1ccc(F)cc1)NC1CCN(Cc2c(F)cccc2Cl)CC1	7%[57.5 µM]
Cc1ccc(Oc2nnc(-c3ccc(C)cc3)c3ccccc23)cc1	-2%
COc1cc(OC)cc(C(=O)N[C@H](C(=O)OCC(=O)Nc2cccc(F)c2)C(C)C)c1	1%

Continuation.
SMILES	ERK EGF inh
CCOc1cc(CNc2ccc(S(N)(=O)=O)cc2)ccc1OCC(=O)NC(C)(C)C	1%
COc1ccccc1CNC(=O)CSc1ccc(Br)cc1	-3%
N#Cc1cccc(Nc2c3c(nc4ccccc24)CCCC3)c1	8%
CCCCc1ccc(NC2=NCC(=O)N2CCc2ccccc2)cc1	-1%
CC(C)CNC(=S)N1CCN(Cc2ccc3c(c2)OCO3)CC1	4%
O=C(/C=C/c1ccco1)Nc1cc(Cl)ccc1C(=O)O	-3%
Cc1cccc(NC(=O)CSC2=NN3CCCC(=O)N=C3S2)c1C	-3%[57.5 µM]
CC(=O)CC1(OC(C)=O)C(=O)N(C)c2ccccc21 (stereo not drawn)	1%
NC(=O)CN(c1ccc(Cl)cc1)S(=O)(=O)c1ccccc1	3%
CCSc1ncccc1C(=O)N[C@@H](CCSC)C(=O)OC	-15%[57.5 µM]
O=C(O)c1ccc(CSc2nnc(-c3ccco3)n2-c2ccccc2)cc1	-11%
Cc1ccc(-c2csc(N=C(N)N)n2)cc1	-7%[57.5 µM]
N#Cc1c(N)n(-c2ccc(C(=O)O)cc2)c2nc3ccccc3nc12	21%[57.5 µM]
O=C(CSc1nnc(SCc2ccccc2)s1)N/N=C/c1c(Cl)cccc1Cl	2%
O=C(Cc1ccccc1)Nc1nc2ccc(Cl)cc2c2nc(-c3ccco3)nn12	19%
COc1ccc(C2C(C#N)=C(N)Nc3nc4ccccc4n32)cc1 (stereo not drawn)	-8%
O=C(COC(=O)c1c(F)cccc1F)Nc1ccc2[nH]c(=O)[nH]c2c1	-10%
Cc1ccc(N2C(=O)C3N=NN(CC(=O)N4N=C(c5cccc6ccccc56)CC4c4ccccc4)C3C2=O)cc1 (stereo not drawn)	2%
O=C(CNC(=O)C1CCCCC1)Nc1ccccc1	1%
OC(COC(c1ccccc1)c1ccccc1)CN1CCCCC1 (stereo not drawn)	19%
O=C(/C=C/c1ccc2c(c1)OCO2)NCCCN1CCOCC1	-14%
COc1ccc(OC)c(Cc2nnc(CCC(=O)NCc3ccc(C)s3)o2)c1	-5%
CC1=C(C)CC(C(=O)NC(C)CCc2ccccc2)C(C(=O)O)C1 (stereo not drawn)	-10%
O=Cc1cn(CCC(=O)O)nc1-c1cc2ccccc2o1	9%
Cc1cc(C(=O)COC(=O)C2CCN(C(=O)c3ccc(Cl)cc3)CC2)c(C)n1CC1CCCO1 (stereo not drawn)	0%
Cc1ccc(NC(=S)NCc2ccc(S(N)(=O)=O)cc2)cc1Cl	10%
O=C(N/N=C/c1ccccc1OC(F)F)c1cc(-c2ccncc2)nc2ccccc12	-12%
CC(C)CCN1CCN(Cc2ccc(Oc3ncccn3)cc2)CC1CCO (stereo not drawn)	-1%
O=C(c1ccc(COCC(F)(F)F)cc1)N1CCN(c2ccccn2)CC1	4%
OCC1(CCOc2ccccc2)CCN(Cc2cn[nH]c2-c2ccccc2)CC1	2%
O=C(O)/C(=C/c1c(C(=O)O)[nH]c2cc(Cl)cc(Cl)c12)c1ccccc1	?
COc1ccc(CNc2nc(NCc3ccc(OC)cc3)n(C(=O)c3ccncc3)n2)cc1	-7%[57.5 µM]
O=C(O)c1cn(-c2ccc(N3CCCC3)c(F)c2)c2c(F)c(F)c(F)cc2c1=O	-4%[57.5 µM]
Cc1ccc(CNC(=O)COC(=O)CSc2ccc(Br)cc2C)cc1	-1%
O=S(=O)(O)c1cc(N=C=S)ccc1/C=C/c1ccc(N=C=S)cc1S(=O)(=O)O	14%
Cc1ccc(NC(=O)C2SC(=Nc3ccccc3)C(C(=O)Nc3ccc(Cl)cc3)=C2N)cc1 (stereo not drawn)	2%
Cc1cc(C(=O)Nn2c(C)nc3ccccc3c2=O)ccc1[N+](=O)[O-]	-7%
CCOC(=O)c1csc(NC(=O)c2cc3ccccc3o2)n1	-1%[57.5 µM]
COc1ccc(-c2coc3cc(O)ccc3c2=O)cc1O	-4%[57.5 µM]
Cc1nnc(SCC2=C(C(=O)O)N3C(=O)C(NC(=O)c4cc(F)c(F)cc4Cl)C3SC2)s1 (stereo not drawn)	6%

Arranged by SMILES length (ascending): part of the list above
SMILES	ERK EGF inh
CC1=C(C)CC(C(=O)NC(C)CCc2ccccc2)C(C(=O)O)C1 (stereo not drawn)	-10%
OCC1(CCOc2ccccc2)CCN(Cc2cn[nH]c2-c2ccccc2)CC1	2%
O=C(N/N=C/c1ccccc1OC(F)F)c1cc(-c2ccncc2)nc2ccccc12	-12%
Cc1cc(C(=O)COC(=O)C2CCN(C(=O)c3ccc(Cl)cc3)CC2)c(C)n1CC1CCCO1 (stereo not drawn)	0%
Cc1nnc(SCC2=C(C(=O)O)N3C(=O)C(NC(=O)c4cc(F)c(F)cc4Cl)C3SC2)s1 (stereo not drawn)	6%

Following part:
SMILES	ERK EGF inh
CN(Cc1cccnc1)Cc1c(C(=O)N2CCc3ccccc3C2)nc2ccc(Cl)cn12	?
CCOC(=O)COc1ccccc1/C=N/O	9%
CC(C)(C)c1nn2cnnc2n(/N=C/c2ccccc2)c1=O	11%
O=[N+]([O-])c1ccc(Cl)cc1Sc1nc2ccccc2o1	?
O=C1CC(=C2c3ccccc3-c3ccccc32)C(=O)N1CCCCN1CCN(c2ccccc2)CC1	?
COc1cccc(CNC(=O)CCC2CCCN(C(=O)c3ccc(OC)c(F)c3)C2)c1 (stereo not drawn)	-1%
O=C(NCCc1ccc(Cl)cc1)c1cc(-c2ccncc2)nc2ccccc12	3%[57.5 µM]
CC(C)(C)c1c(Cl)c(O)c(-c2ccccc2)c(=O)n1-c1ccccc1	-3%
N=c1sccn1CC(=O)NCc1ccc(Cl)cc1Cl	6%
O=C(Oc1cc(=O)oc2c1c(=O)n1c3c(cccc23)CC1)c1ccccc1	-3%[57.5 µM]
CCOC(=O)c1sc2nc(C)nc(Nc3ccc(OC)cc3)c2c1C	6%
COc1ccc(-n2c(=O)c(C)nc3cnc(Oc4ccccc4)nc32)cc1	24%
Cc1cc(C(=O)COC(=O)c2ccc(O)cc2)c(C)n1-c1ccccc1F	-19%
COc1ccc(Cl)cc1C(=O)Nc1cc(=O)n(C)c(=O)n1C	-8%[57.5 µM]
CCOC(=O)c1c(C)[nH]c(C)c1C(=O)COC(=O)CNC(=O)C1CCCCC1	5%
C/C(=N\NC(=O)c1ccccc1O)c1cccs1	-1%

Source: PubChem (National Center for Advancing Translational Sciences (NCATS))
